HT1080NT lethal – qHTS for induction of synthetic lethality in tumor cells producing 2HG: qHTS for the HT-1080-NT fibrosarcoma cell line; actives 1.6% (n = 360,000); AID 686970, 2013; Potency, µM (doses to about 46.1 µM), without a hit: top-dose activity, negative = less viability, hits mostly cytotoxic; HT-1080-NT fibrosarcoma viability, CellTiter-Glo ATP luminescence, 48 h;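 further: NT is the 2HG producing partner of a matched IDH1 knockdown line; potency means the concentration at half of the fitted maximal effect; 0% = DMSO-treated cells and -100% = media-only wells without cells; nearly all actives have a fitted effect of over 55% in size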
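HT-1080-NT; 750 cells/well; 5% FBS RPMI; 48 h compound, 37 degrees C; CellTiter-Glo luminescence; curve fitting and curve-class assignment.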
SW480 rerep – A quantitative high throughput screen for small molecules that induce DNA re-replication in SW480 colon adenocarcinoma cells. Potency, µM (top dose mostly 46.1 µM), without a hit: at the highest dose re-replication activation, most hits filed as activators. AID 624297, 2012. actives 1.8% (n = 340,000). SW480 DNA re-replication, Hoechst DNA content imaging, 48 h; further: potency means the concentration at half of the fitted maximal effect; % of control where 0% means no effect; nearly all actives have a fitted effect of over 55% in size
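Readout is total intensity of Hoechst-stained nuclei, excited at 405 nm and collected at 500-530 nm. Compound treatment lasted 48 hr at 37 C in 5% CO2 before staining.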
ATXN2 expr inh – Primary qHTS for Inhibitors of ATXN expression; HEK-293 ATXN2-luciferase reporter, luminescence, 24 h; AID 1745845, 2022; actives 0.72% (n = 360,000); Potency, µM (titrated, usually from 57 µM), for inactives: at the top dose activity change, negative = inhibition, usual class: inhibitors; further: potency means the concentration at half of the fitted maximal effect; on the % scale 0 is the no-effect control and ±100 the full control effect; nearly all actives have a fitted effect of over 55% in size
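qHTS (up to 57 uM final) was run with 24 h compound exposure of reporter cells at 37 °C. Each well was multiplexed: SteadyGlo luminescence measured ATXN2-luciferase expression after a fluorogenic Gly-Phe-AFC viability readout (25 uM final).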
IL-1B inflam inh – qHTS for Inhibitors of Inflammasome Signaling: IL-1-beta AlphaLISA Primary Screen. THP-1 LPS/ATP IL-1B secretion, AlphaLISA, 16 h; stronger effect = lower value. AID 743279, 2014. actives 4.7% (n = 360,000). activity change, % at 57.5 µM; in the data active means activity change below about -50%; inconclusive means mostly about -30% to -49%; further: on the % scale 0 is the no-effect control and ±100 the full control effect
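Secreted IL-1B measured by AlphaLISA bead assay after 16 h compound exposure of THP-1 cells; compounds (final up to 57.5 uM) added 1 h before LPS (250 ng/mL) and ATP (1.25 mM) stimulation; lower signal means less secretion.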
S2 tox – Viability Counterscreen for Primary qHTS for Inhibitors of ATXN expression; S2 cells (HEK-293 line with an ATXN2-luciferase reporter) viability, CellTiter-Fluor protease fluorescence, 24 h; Potency, µM (series often up to 56.7 µM), hits mostly cytotoxic; actives 0.49% (n = 400,000); AID 651635, 2014; further: potency means the concentration at half of the fitted maximal effect; nearly all actives have a fitted effect of over 40% in size
HepG2 tox – qHTS for Inhibitors of TGF-b: Cytotox Counterscreen. AID 588856, 2011. actives 0.76% (n = 410,000). HepG2 CAGA-GFP viability, ATP luminescence, 18 h. Potency, µM (titrated, usually from 46.1 µM), without a hit: at the top dose activity change, negative = cytotoxicity, most hits filed as cytotoxic; further: potency means the concentration at half of the fitted maximal effect; some results filed as inactive show a strong effect at the top dose
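HepG2 CAGA-GFP cells (1000/well, DMEM with 1% FBS) received compound, then TGF-beta at 500 pg/mL final, and were incubated 18 hours at 37 degrees C. Viability was read by CellTiter-Glo luminescence. Media-only wells were set as complete cell-killing and DMSO as no toxicity.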
HT1080 IDH1KD tx – qHTS for induction of synthetic lethality in tumor cells producing 2HG: qHTS for the HT-1080-IDH1KD cell line; actives 2% (n = 360,000); AID 686971, 2013; Potency, µM (titrated, usually from 46.1 µM), without a hit: top-dose activity, negative = toxicity, hits mostly cytotoxic; HT-1080 IDH1 knockdown viability, ATP luminescence, 48 h;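 further: potency means the concentration at half of the fitted maximal effect; 0% = DMSO wells and -100% = cell-free medium wells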
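HT-1080-IDH1KD cells (IDH1 knocked down), 750/well in RPMI with 5% FBS, treated with compound 48 h at 37 degrees C. Viability by CellTiter-Glo luminescence, normalised to DMSO and no-cell wells; concentration-response curves classed.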
KB-3-1 tox – qHTS assay for MDR1-selective chemotherapeutics: Primary screen using the parental adenocarcinoma cell KB-3-1 | actives 1.4% (n = 400,000) | KB-3-1 viability, CellTiter-Glo ATP luminescence, 72 h | Potency, µM (top dose mostly 46.1 µM), for inactives: at the highest dose activity change, negative = cytotoxic, hits mostly cytotoxic; further: potency means the concentration at half of the fitted maximal effect; on the % scale 0 is the no-effect control and ±100 the full control effect; nearly all actives have a fitted effect of over 60% in size
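Luminescent ATP read-out (CellTiter-Glo) measures survival of drug-naive KB-3-1 cells after 72 h compound exposure at 37 °C. Titration series was screened from lowest to highest concentration, with DMSO vehicle plates as background controls.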
MCF10A rereplic – A quantitative high throughput screen for small molecules that induce DNA re-replication in MCF 10a normal breast cells. actives 2.9% (n = 350,000). Potency, µM (titrated, usually from 46.1 µM), for inactives: top-dose activity, positive = re-replication, most hits filed as activators. MCF 10A DNA re-replication, Hoechst nuclear intensity, 48 h. AID 624296, 2012; further: potency means the concentration at half of the fitted maximal effect; % of control where 0% means no effect; nearly all actives have a fitted effect of over 50% in size
Starred values were filed as active, the others as inactive; i = inactive; ? = inconclusive; / = no result given; [ ] = dose if it differs, or a comment. Unless noted, the call rests on the fitted dose curve; in most records, active means well fitted curve in the direction sought with a large enough effect; inconclusive means small, poorly fitted or top-dose-only effect, or another doubt; inactive means no such curve, though single readings can be large; an effect the other way counts as inactive or inconclusive.

SMILES	HT1080NT lethal	SW480 rerep	ATXN2 expr inh	IL-1B inflam inh	S2 tox	HepG2 tox	HT1080 IDH1KD tx	KB-3-1 tox	MCF10A rereplic
Cc1cccc(-c2ccc(O)cc2CN2CCN(c3ncc(Cc4ccccc4)cn3)CC2)c1	?	/	/	-7	/	/	?	14%	/
CCc1ccc2oc(C(=O)Nc3cccc(Cl)c3C)cc(=O)c2c1	/	/	0%	/	i	1%	/	2%	/
CC1(COS(N)(=O)=O)CCCCC1	10%	-35%[inhibitor]	2%	74	i	0%	5%	0%	2%
CCOc1ccc(S(=O)(=O)Nc2cc(OC)ccc2OC)cc1	0.18µM*	0.41µM*	2%	-4	i	-43%	?	0.1µM*	?
Cc1ccc(C2CN(C)C3(C(=O)Nc4ccccc43)C23COc2ccccc2C3=O)cc1 (stereo unspecified)	-15%	?	-18%	-1	i	-21%	-12%	?	?
CC(Oc1ccc(Br)cc1)C(=O)N1CCC(C(N)=O)CC1 (stereo unspecified)	2%	-1%	0%	14	i	4%	0%	-4%	1%
NC(=O)c1ccsc1NC(=O)COC(=O)CNC(=O)c1cccc([N+](=O)[O-])c1	9%	?	3%	0	i	5%	12%	-4%	5%
CC(C)NC(=O)c1ccc(-n2nc(C(F)(F)F)c3c2CCCC3)cc1	10%	1%	-13%	17	?	0%	1%	-1%	0%
O=C(c1ccc2c3n(nc2c1)-c1ccc(Cl)cc1CO3)N1CCCCC1	-15%	-7%	39%[activator]	-1	i	-31%	-7%	7%	-24%
CCOC(=O)c1c(C)[nH]c(C)c1C(=O)COC(=O)c1nc2nccc(C)n2n1	12%	-13%	-12%	26	i	-7%	20%	0%	0%
C=CCn1c(SCC(=O)Nc2ccc(S(N)(=O)=O)cc2)nnc1-c1cnccn1	-3%	11%	-5%	18	i	6%	2%	-4%	-1%
O=C(CNC(=O)/C(=C\c1ccc(Br)cc1)NC(=O)c1ccccc1)OCc1ccccc1	?	-7%	-24%	-28	i	-33%	?	11%	?
CC(O)COc1ccc(/C(=N/O)c2ccccc2)cc1 (stereo unspecified)	2%	-2%	-2%	7	i	-11%	7%	3%	3%
Cc1c(Br)cccc1NC(=O)C1(C)CCN1Cc1ccc(OC(C)C)cc1 (stereo unspecified)	-25%	/	11%	57	i	-23%	4%	0%	/
CCSc1nnc(NC(=O)CSc2nnc(-c3c[nH]c4ccccc34)n2C)s1	15%	2%	-12%	17	i	-6%	1%	1%	-2%
O=C1c2cccnc2C(=O)N1Cc1ccc2c(c1)OCO2	8%	6%	3%	6	i	15%	2%	12%	-2%
COC(=O)CCCn1cc(CN2CC(N3CCN(CCN(C)C)CC3)CS2(=O)=O)nn1 (stereo unspecified)	22%	/	7%	51	i	/	15%	3%	/
Cn1c(NCc2ccco2)nc2ccccc21	13%	-12%	22%	1	i	-4%	10%	-2%	17%
Cc1ccc(S(=O)(=O)N2CCC(=O)N(C(COCc3ccc(Cl)cc3)C(C)C)CC2)cc1 (stereo unspecified)	-9%	-7%	?	-2	?	-13%	-18%	-1%	19%
COC(=O)c1ccccc1NC(=O)CNC(=O)c1ccc(OC)c(OC)c1	8%	-15%	-10%	-1	i	-21%	19%	12%	-4%
COc1ccc(Br)cc1S(=O)(=O)N(CC(=O)N1CCN(C)CC1)c1ccccc1	6%	-8%	-3%	4	i	-7%	4%	/	?
CCC(C)n1c(NC(=O)c2ccccc2)c(C#N)c2nc3ccccc3nc21 (stereo unspecified)	18µM*	5.2µM*	-33%	-17	?	8%	16µM*	?	1.3µM*
CN(Cc1ccco1)C(=O)C(Cc1ccccc1)NS(=O)(=O)c1ccc2c(c1)CCC(=O)N2 (stereo unspecified)	6%	-2%	9%	-1	i	-4%	9%	6%	-8%
CCCN1C(=O)C(=O)c2cc(C)ccc21	?	6.5µM*	0%	49	?	7%	?	6.5µM*	89%
CCCc1oc(C(=O)O)cc1CN1CCCC1	4%	-2%	2%	26	?	7%	2%	-10%	-4%

One compound at a time (already shown). Order of values: HT1080NT lethal | SW480 rerep | ATXN2 expr inh | IL-1B inflam inh | S2 tox | HepG2 tox | HT1080 IDH1KD tx | KB-3-1 tox | MCF10A rereplic
Profile of CC(C)NC(=O)c1ccc(-n2nc(C(F)(F)F)c3c2CCCC3)cc1 : 10% | 1% | -13% | 17 | ? | 0% | 1% | -1% | 0%
Profile of COC(=O)c1ccccc1NC(=O)CNC(=O)c1ccc(OC)c(OC)c1 : 8% | -15% | -10% | -1 | i | -21% | 19% | 12% | -4%

(continued)
SMILES	HT1080NT lethal	SW480 rerep	ATXN2 expr inh	IL-1B inflam inh	S2 tox	HepG2 tox	HT1080 IDH1KD tx	KB-3-1 tox	MCF10A rereplic
COc1ccc2[nH]cc(C3N4CC5(C)CN3CC(C)(C4)C5=O)c2c1 (stereo unspecified)	7%	-7%	1%	17	i	0%	-6%	6%	13%
CCc1nnc(NC(=O)c2oc3ccccc3c2COC(C)C)s1	-1%	-2%	18%	17	i	3%	-7%	1%	2%
CCOC(=O)c1nnn(CC(=O)NC(=O)Nc2ccccc2)c1C(=O)OCC	7%	-8%	/	4	i	-1%	-1%	5%	1%
CCC1Nc2ncnc(N3CCCCC3)c2N(Cc2ccc(Br)cc2)C1=O (stereo unspecified)	-1%	-3%	-22%	-1	?	4%	-9%	?	24%
CN(CCc1cn[nH]c1)Cc1nc(Cc2ccccc2)no1	7%	-9%	-17%[11.3 µM]	-54*	i	1%	11%	5%	-6%
Cc1cc(C(=O)CSc2nn3c(=O)c(C(C)(C)C)nnc3s2)c(C)n1C1CC1	-8%	?	7%	-16	i	-27%	-9%	-17%	4%
O=C(COC(=O)c1ccc(Cl)c(S(=O)(=O)N2CCCCC2)c1)NCCc1ccccc1	0%	24%	-10%	3	i	-8%	1%	0%	10%
O=S(Cc1ccc(Cl)cc1)CC(O)COc1ccc(Cl)cc1 (stereo unspecified)	-21%	-3%	-11%	-12	i	-8%	?	?	-1%
COc1ccc(C(C)=O)cc1COC(=O)c1cc(=O)c2ccccc2o1	8%	3%	2%	29	i	1%	14%	18%	0%
CC(C)Sc1cc(N2CCCC2)nc(-c2ccccc2)n1	0%	-5%	-11%	44	i	8%	-1%	5%	?
O=C(CSc1nc2c([nH]c3ccccc32)c(=O)n1-c1ccc(F)cc1)NCc1ccc(F)cc1	/	/	7%	/	i	-15%	/	-21%	/
CCCC(=O)NC(=S)Nc1ccc(N2CCN(C(=O)c3cccs3)CC2)cc1	?	-8%	?	-85*	i	-23%	?	-46%	?
COc1ccc(C(=O)CSc2nc(SC)ns2)cc1OC	-2%	0%	10%	0	i	27%	3%	8%	2%
COCCNC(=O)c1cccc2c(-c3ccnn3C)coc12	5%	/	7%	64	i	-8%	1%	0%	/
O=S1(=O)CC/C(=N\Nc2ccccc2)c2ccsc21	?	-25%	32%	2	i	0%	-25%	0%	?
Cc1cc(C(=O)NCc2ccc(Cl)cc2)c2c(C)nn(-c3ccccc3)c2n1	/	/	11%	/	i	-6%	/	29%	/
CCCCc1cc2c(cn1)=C(OC(=O)c1cnc3ccccc3n1)C(C)(OC(=O)CC)C(=O)C=2 (stereo unspecified)	-1%	-6%[9.22 µM]	0%	37	i	-22%	3%	2%	-4%

Given field by field: 2 of the compounds above.
> O=C(COC(=O)c1ccc(Cl)c(S(=O)(=O)N2CCCCC2)c1)NCCc1ccccc1
  HT1080NT lethal = 0% | SW480 rerep = 24% | ATXN2 expr inh = -10% | IL-1B inflam inh = 3 | S2 tox = i | HepG2 tox = -8% | HT1080 IDH1KD tx = 1% | KB-3-1 tox = 0% | MCF10A rereplic = 10%
> CCCC(=O)NC(=S)Nc1ccc(N2CCN(C(=O)c3cccs3)CC2)cc1
  HT1080NT lethal = ? | SW480 rerep = -8% | ATXN2 expr inh = ? | IL-1B inflam inh = -85* | S2 tox = i | HepG2 tox = -23% | HT1080 IDH1KD tx = ? | KB-3-1 tox = -46% | MCF10A rereplic = ?

Source: PubChem BioAssay
